# PolyA inh = blocks polyadenylation in yeast reporter cells | S. cerevisiae SKY197-pL101 polyadenylation reporter, beta-gal luminescence; efflux-impaired pdr1/pdr3 knockout yeast; score 100 = 6 SD above DMSO | 300,000 compounds, 0.02% hits | calls only at 12 µM | AID 1875;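 active = lowest replicate activity score at least 50, where 100 means six control SD above control mean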;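 also: yeast exposed to compound for 9 h at 30 °C; higher score means more reporter readthrough which indicates perturbed polyadenylation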
# KCNQ1 block = blocks the human KCNQ1 potassium channel; P51787; CHO-K1 KCNQ1, FluxOR thallium flux fluorescence; stronger effect = higher value; B-score at 10 µM; 310,000 compounds, 1.3% hits; AID 2642;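 active = compounds whose thallium flux B-score, printed positive for inhibition, exceeds three library SD while starting fluorescence stays within three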;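 also: channel opened by potassium depolarization with thallium stimulus after 20 min compound exposure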
# GSK3 alpha inh = inhibitors of human GSK-3 alpha kinase | ADP-Glo luminescence, 60 min | inhibition, % at 10 µM | 320,000 compounds, 0.1% hits | AID 2650;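 in the data active = inhibition above about 50%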;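 also: GST-tagged GSK-3 alpha with peptide substrate and 25 µM ATP; 0% = DMSO neutral wells and 100% = GW8510 positive control wells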
# Target sequence (P49840 whole entry, looked up): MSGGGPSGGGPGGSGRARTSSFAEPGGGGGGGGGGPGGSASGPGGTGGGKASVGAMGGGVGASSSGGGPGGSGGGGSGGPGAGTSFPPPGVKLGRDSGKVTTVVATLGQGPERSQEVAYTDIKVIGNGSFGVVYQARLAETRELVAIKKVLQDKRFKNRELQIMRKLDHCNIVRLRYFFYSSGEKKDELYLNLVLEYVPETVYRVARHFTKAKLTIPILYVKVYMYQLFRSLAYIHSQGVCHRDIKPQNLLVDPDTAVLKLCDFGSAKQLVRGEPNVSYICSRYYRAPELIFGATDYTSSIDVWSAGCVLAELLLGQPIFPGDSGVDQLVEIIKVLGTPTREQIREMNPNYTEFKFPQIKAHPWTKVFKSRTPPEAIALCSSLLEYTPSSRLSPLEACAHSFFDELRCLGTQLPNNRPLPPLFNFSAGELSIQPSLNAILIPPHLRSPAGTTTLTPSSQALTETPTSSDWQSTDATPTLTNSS
# hERG protect = compounds protecting human hERG from proarrhythmic drug block; CHO-hERG, FluxOR thallium flux, dofetilide IC70 present; activation (rescue from dofetilide block), less the hit threshold, % at 10 µM; AID 1511; 310,000 compounds, 0.51% hits;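 active = activation above the mean of controls blocked by dofetilide plus 5 SD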;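 also: thallium influx through hERG after potassium depolarization seen as dye fluorescence rise; in these data hits start at about 4.7%; inactives centre near -7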
# RGS4 act = potentiators or activators of RGS4 | HEK293 M3R/inducible RGS4, carbachol calcium flux Fluo4; stronger effect = lower value | B-score at 10 µM | 310,000 compounds, 0.92% hits | AID 463111;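 active = B-score of the integrated calcium signal more than 4 SD below the library mean, with starting fluorescence not abnormally high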;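 also: negative B-score means reduced calcium response which marks RGS4 activation or potentiation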
#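 Also added: carbachol at ECmax as muscarinic agonist stimulus; Assay system: HEK293 cells with stable M3R and inducible RGS4; Timing: overnight RGS4 induction, 30 min dye load 37 °C, 20 min compound RT; Measured by: Fluo4-AM (2 µM) calcium-flux fluorescence, kinetic read.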
# GSK3B inh = inhibitors of human GSK3beta kinase | GST-GSK3beta kinase, ADP-Glo luminescence, 60 min; stronger effect = lower value | activity score (negative = inhibition), % at 10 µM | 300,000 compounds, 0.038% hits | AID 2097;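 active = more than half of replicate wells score below -50%, meaning over 50% inhibition versus plate controls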;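 also: 0% = median DMSO wells and -100% = median GW8510 positive control wells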
# Target sequence (P49841 whole entry, looked up): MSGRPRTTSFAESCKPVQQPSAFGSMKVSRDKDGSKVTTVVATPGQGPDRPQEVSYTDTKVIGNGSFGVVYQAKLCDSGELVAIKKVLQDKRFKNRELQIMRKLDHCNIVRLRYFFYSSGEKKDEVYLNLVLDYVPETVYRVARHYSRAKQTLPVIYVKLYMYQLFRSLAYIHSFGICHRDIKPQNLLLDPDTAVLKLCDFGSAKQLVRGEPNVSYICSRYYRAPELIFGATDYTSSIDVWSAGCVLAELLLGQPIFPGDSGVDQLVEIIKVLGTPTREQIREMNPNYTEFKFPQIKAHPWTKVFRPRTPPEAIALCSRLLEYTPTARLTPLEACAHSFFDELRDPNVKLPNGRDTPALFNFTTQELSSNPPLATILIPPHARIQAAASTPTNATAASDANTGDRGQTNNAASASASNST
#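 Test system – GST-tagged human GSK3beta kinase, cell-free · Incubation – 60 min enzyme reaction, room temperature · Signal – ADP-Glo luminescence · Also added – peptide substrate and ATP at 25 µM · Controls – DMSO neutral wells and GW8510 at 20 µM as positive · Buffer or medium – Tris/MgCl2 kinase buffer · Measure – Luminescence-derived activity versus plate DMSO and GW8510 wells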
# KCNQ1 pot = potentiates or activates the human KCNQ1 potassium channel | CHO-K1 KCNQ1, thallium flux FluxOR fluorescence; stronger effect = higher value | 310,000 compounds, 0.35% hits | P51787 | B-score at 10 µM;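 active = fluorescence ratio B-score, a plate-corrected score, at least three library SD, with initial intensity B-score within 5 SD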
#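 Material: CHO-K1 cells stably expressing KCNQ1. Medium: assay buffer for compound exposure, DMSO matched across wells. Reagent: K+/Tl+ depolarizing stimulus. Compound dosing: single-concentration screen. Times: 37 °C overnight plating, 90-min dark dye load, 20-min compound pretreatment. Technique: FluxOR Tl+ flux fluorescence.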
# KCNK3 block = human KCNK3 channel inhibition, primary screen | B-score at 10 µM | 340,000 compounds, 0.84% hits | O14649 | CHO-KCNK3 thallium flux, FluxOR fluorescence; stronger effect = lower value;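 active = B-score under library mean minus 4 SD, starting fluorescence ratio at most library mean plus 5 SD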;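 also: more negative B-score means stronger inhibition of thallium flux through KCNK3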
# DYRK1A inh = inhibitors of rat Dyrk1A kinase. ADP-Glo luminescence, NFATc1 peptide. Q63470. inhibition, % at 12.5 µM. 310,000 compounds, 0.43% hits; in the data active = inhibition above about 50%;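 also: plate controls were vehicle with enzyme for no effect and no enzyme for full effect; many of its hits are not listed in these tables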
# RGS4 block = human RGS4 inhibition. 310,000 compounds, 0.45% hits. HEK293 M3R/RGS4 inducible, Fluo-4 calcium flux; stronger effect = higher value; triggered by carbachol at its EC20. P49798. B-score at 10 µM;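 active = B-score, a plate-corrected calcium signal, over three deviations above library mean, with baseline fluorescence within five deviations of library mean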;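 also: RGS4 expression induced by doxycycline in cells with stable M3 receptor; B-score is computed from the integrated fluorescence ratio over baseline after carbachol; higher B-score means a larger calcium signal and so more RGS4 inhibition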
# Target sequence (P49798 whole entry, looked up): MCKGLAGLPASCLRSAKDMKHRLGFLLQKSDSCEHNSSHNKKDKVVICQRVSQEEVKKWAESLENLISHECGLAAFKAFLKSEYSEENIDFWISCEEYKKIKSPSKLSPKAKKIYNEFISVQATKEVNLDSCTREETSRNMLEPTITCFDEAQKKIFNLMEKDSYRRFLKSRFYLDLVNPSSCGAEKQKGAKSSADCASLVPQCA
# KCNK9 inh = human KCNK9 channel inhibition. 310,000 compounds, 1.2% hits. AID 488922. B-score at 10 µM. HEK293 KCNK9, FluxOR thallium flux fluorescence; stronger effect = lower value;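 active = ratio B-score over 3 SD below the library mean, with starting fluorescence within 5 SD of its mean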;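 also: negative B-score means less thallium flux so channel inhibition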
# * hit, by the source's call; i = inactive; / = not tested or not shown. These rows are one share of the data, so the mix of outcomes need not match the whole.
# Codes: A = PolyA inh; B = KCNQ1 block; C = GSK3 alpha inh; D = hERG protect; E = RGS4 act; F = GSK3B inh; G = KCNQ1 pot; H = KCNK3 block; I = DYRK1A inh; J = RGS4 block; K = KCNK9 inh
O=C1NC(=O)N(c2ccc3c(c2)OCO3)C(=O)/C1=C/c1ccc(N2CCCC2)o1
  A = i; B = i; C = 0; D = -18; E = i; F = 2; G = i; H = i; I = -2; J = i; K = i

Cc1nn(Cc2ccccc2)c(Cl)c1C(=O)O
  A = i; B = i; C = -5; D = -4; E = i; F = 1; G = i; H = i; I = -1; J = i; K = i

CC(=O)OC1N=C(c2ccccc2)c2cc(Br)ccc2N(C)C1=O (stereo not given)
  A = i; B = i; C = -1; D = -12; E = i; F = 1; G = i; H = i; I = 0; J = i; K = i

O=C(CNC(=O)c1ccccc1)Nc1ccc(Br)cc1C(=O)c1ccccc1
  A = i; B = i; C = 2; D = -10; E = i; F = -4; G = i; H = i; I = 1; J = i; K = i

Fc1ccc(C(OCCN2CCCC2)c2ccc(F)cc2)cc1
  A = i; B = i; C = 1; D = -1; E = -9.3*; F = 1; G = i; H = i; I = -5; J = i; K = i

COC(=O)C1=C(c2cccc(OC)c2OC)C[C@@H]2CC[C@H]1N2C(=O)N1CCCCC1
  A = i; B = i; C = -3; D = -5; E = i; F = 1; G = i; H = i; I = -6; J = i; K = i

O=c1c(/C=N/N2CCOCC2)c(O)n(-c2ccccc2)c(=S)n1-c1ccccc1
  A = i; B = i; C = -1; D = -12; E = i; F = -11; G = i; H = i; I = 2; J = i; K = i

CN1CCN(c2ccc(S(=O)(=O)C(F)(F)F)cc2[N+](=O)[O-])CC1
  A = i; B = i; C = 1; D = -11; E = i; F = -1; G = i; H = i; I = -7; J = i; K = i

CC(=NCCO)c1c(O)n(C2CCCCC2)c(=O)[nH]c1=O
  A = i; B = i; C = 28; D = -2; E = i; F = 0; G = i; H = i; I = -5; J = i; K = i

C=CCN1CCc2cccc3c2[C@H]1Cc1ccc(O)c(O)c1-3
  A = i; B = i; C = 7; D = -21; E = i; F = 5; G = i; H = i; I = /; J = i; K = i

N#CC(C#N)=C(N)c1cccnc1
  A = i; B = i; C = -1; D = -1; E = i; F = -1; G = i; H = i; I = -1; J = i; K = i

C=CCn1c(O)c(C(C)=Nc2ccc(NC(C)=O)cc2)c(=O)[nH]c1=O
  A = i; B = i; C = 2; D = -8; E = i; F = -3; G = i; H = i; I = 11; J = i; K = i

CC1(c2ccccc2)NCCN2C(=O)CSC21 (stereo not given)
  A = i; B = i; C = 1; D = 1; E = i; F = 4; G = i; H = i; I = -2; J = i; K = i

CNC(=O)Nc1ccc(C(O)(C(=O)OC)C(F)(F)F)cc1 (stereo not given)
  A = i; B = i; C = 0; D = -7; E = i; F = 3; G = i; H = i; I = -2; J = i; K = i

Fc1cccc(CN2CCN(c3ccc(Cl)cc3)CC2)c1
  A = i; B = i; C = -4; D = -6; E = i; F = -2; G = i; H = i; I = 1; J = i; K = i

O=C(Cc1ccccc1)OCCN1CCCCC1
  A = i; B = i; C = -22; D = -7; E = i; F = 3; G = i; H = i; I = -9; J = i; K = i

COc1cc2c(cc1OC)-c1c(OC)c(OC)cc3c1C(C2)N(C)CC3 (stereo not given)
  A = i; B = i; C = -4; D = -8; E = i; F = -4; G = i; H = i; I = 15; J = i; K = i

CCCN(CCC)[C@@H]1CCc2cccc(O)c2C1
  A = i; B = i; C = 0; D = -5; E = i; F = 0; G = i; H = i; I = 7; J = i; K = i

C=C[C@@H]1C[C@@]1(C)[C@@H](NP(=O)(c1ccccc1)c1ccccc1)c1ccccc1
  A = i; B = i; C = -4; D = -2; E = i; F = 4; G = i; H = i; I = 2; J = i; K = i

Cc1ccccc1N1C(=O)NC(=O)/C(=C\c2cnn(-c3ccccc3)c2)C1=O
  A = i; B = i; C = -1; D = -8; E = i; F = 2; G = i; H = i; I = 6; J = i; K = i

CCCOc1ccccc1C1SCC(=O)Nc2c1c(=O)[nH]n2C(C)CCC (stereo not given)
  A = i; B = i; C = -2; D = -4; E = i; F = 1; G = i; H = i; I = -5; J = i; K = i

O=C(c1ccc(F)cc1)C(Cc1ccccc1)N1CCCCC1 (stereo not given)
  A = i; B = i; C = -1; D = -6; E = i; F = -4; G = i; H = i; I = 0; J = i; K = i

CC1(C)N(O)C2CCCCC2N1O (stereo not given)
  A = i; B = i; C = -2; D = -3; E = i; F = 0; G = i; H = i; I = -6; J = i; K = i

COc1ccccc1CCNC1CCC(C)CC1 (stereo not given)
  A = i; B = i; C = -3; D = -9; E = i; F = 1; G = i; H = i; I = 0; J = i; K = i

Cc1cc2oc(=O)cc(-c3cc4ccccc4o3)c2cc1OC(=O)N(C)C
  A = i; B = i; C = -1; D = -6; E = i; F = 4; G = i; H = i; I = 6; J = i; K = i

# Record cards (already shown). Values in the order: PolyA inh	KCNQ1 block	GSK3 alpha inh	hERG protect	RGS4 act	GSK3B inh	KCNQ1 pot	KCNK3 block	DYRK1A inh	RGS4 block	KCNK9 inh
# Cc1cc2oc(=O)cc(-c3cc4ccccc4o3)c2cc1OC(=O)N(C)C across the screens: i	i	-1	-6	i	4	i	i	6	i	i
# N#CC(C#N)=C(N)c1cccnc1 across the screens: i	i	-1	-1	i	-1	i	i	-1	i	i
# CC(=O)OC1N=C(c2ccccc2)c2cc(Br)ccc2N(C)C1=O (stereo not given) across the screens: i	i	-1	-12	i	1	i	i	0	i	i
# C=C[C@@H]1C[C@@]1(C)[C@@H](NP(=O)(c1ccccc1)c1ccccc1)c1ccccc1 across the screens: i	i	-4	-2	i	4	i	i	2	i	i

# (next part)
# Codes: A = PolyA inh; B = KCNQ1 block; C = GSK3 alpha inh; D = hERG protect; E = RGS4 act; F = GSK3B inh; G = KCNQ1 pot; H = KCNK3 block; I = DYRK1A inh; J = RGS4 block; K = KCNK9 inh
O=P(NS(=O)(=O)c1ccc(Cl)cc1)(Oc1ccccc1)Oc1ccccc1
  A = i; B = i; C = -7; D = -4; E = i; F = 0; G = i; H = i; I = -3; J = i; K = i

CCCCn1c(O)c(/C=C2/C=CC=N2)c(=O)[nH]c1=O
  A = i; B = i; C = 3; D = -10; E = i; F = 2; G = i; H = i; I = 10; J = i; K = i

CCOC(=O)c1c(C=O)c2ccccc2n1Cc1ccccc1
  A = i; B = i; C = -3; D = -8; E = i; F = 0; G = i; H = i; I = -1; J = i; K = i

[O-][n+]1onc2c1CCC1N(O)CCC21O (stereo not given)
  A = i; B = i; C = 2; D = -5; E = i; F = -1; G = i; H = i; I = 1; J = i; K = i

O=c1[nH]c(Cl)ccc1CN1CCOCC1
  A = i; B = i; C = 0; D = -5; E = i; F = 2; G = i; H = i; I = -7; J = i; K = i

CCN(CC)CCOC(=O)c1ccc(N=Cc2c(O)[nH]c(=O)[nH]c2=O)cc1
  A = i; B = i; C = 21; D = -5; E = i; F = -2; G = i; H = i; I = 3; J = i; K = i

Cc1ccc(CN2CCCC(C(=O)c3cccc(C(F)(F)F)c3)C2)o1 (stereo not given)
  A = i; B = i; C = 2; D = -15; E = i; F = -1; G = i; H = i; I = 3; J = i; K = i

c1ccc(CCNCc2ccccc2)cc1
  A = i; B = i; C = -1; D = 2; E = i; F = -1; G = i; H = i; I = -1; J = i; K = i

C=CCn1c(O)c(C(C)=NCCCO)c(=O)[nH]c1=O
  A = i; B = i; C = 9; D = -6; E = i; F = -6; G = i; H = i; I = -1; J = i; K = i

Cc1ccc(C(c2nnnn2Cc2ccccc2)N2CC=C(c3ccc(F)cc3)CC2)cc1 (stereo not given)
  A = i; B = i; C = -1; D = -5; E = i; F = -1; G = i; H = i; I = /; J = i; K = i

Cc1cc(C(=O)CS(=O)c2ccc(F)cc2)cc(C)c1OC(=O)N(C)C (stereo not given)
  A = i; B = i; C = -3; D = -9; E = i; F = -2; G = i; H = i; I = -4; J = i; K = i

Cc1ccc(-n2c(/C=C/c3ccccn3)nc3ccccc3c2=O)cc1
  A = i; B = i; C = /; D = -6; E = i; F = 0; G = i; H = i; I = -6; J = i; K = i

O=C(CNC(=O)OCc1ccccc1)Nc1ccc(Br)cc1C(=O)c1ccccc1Cl
  A = i; B = i; C = -2; D = -6; E = i; F = 3; G = i; H = i; I = -4; J = i; K = i

COc1cc(C[C@@H](C)N)c(OC)cc1I
  A = i; B = i; C = 1; D = -6; E = i; F = -9; G = i; H = i; I = 11; J = i; K = i

COC(=O)C1=C(c2ccccc2)C[C@@H]2CC[C@H]1N2C(=O)NCc1cccc2ccccc12
  A = i; B = i; C = -1; D = -14; E = i; F = 3; G = i; H = i; I = 0; J = i; K = i

C/C(=N/OC(=O)N(C)C)c1ncc(C(F)(F)F)cc1N1CCOCC1
  A = i; B = i; C = -1; D = -1; E = i; F = -2; G = i; H = i; I = 4; J = i; K = i

COc1ccc2[nH]cc(CCN=C(N)N)c2c1
  A = i; B = i; C = -1; D = -1; E = i; F = 1; G = i; H = i; I = 0; J = i; K = i

O=C(c1ccco1)C12CN3CN(CN(C3)C1)C2
  A = i; B = i; C = -2; D = -11; E = i; F = -2; G = i; H = i; I = 0; J = i; K = i

O=C(CN1C(=O)CN=C(c2ccccc2)c2ccccc21)NCc1ccco1
  A = i; B = i; C = -2; D = 2; E = i; F = 0; G = i; H = i; I = 7; J = i; K = i

CN1CCN(C(=O)COc2ccc(S(=O)(=O)NCc3ccccc3)cc2Cl)CC1
  A = i; B = i; C = -5; D = -11; E = i; F = -2; G = i; H = i; I = 5; J = i; K = i

C[C@]12CCC(=O)C(O)=C1CC[C@@H]1[C@@H]2CC[C@]2(C)C(=O)CC[C@@H]12
  A = i; B = i; C = 0; D = -7; E = i; F = 3; G = i; H = i; I = 4; J = i; K = i

Cn1c(O)c(C=Nc2ccccc2)c(=O)n(C)c1=O
  A = i; B = i; C = -2; D = -3; E = i; F = 2; G = i; H = i; I = 6; J = i; K = i

Cc1ccc2c(c1)CC1(CN2C)C(=O)NC(=O)N(c2ccc(C)c(C)c2)C1=O (stereo not given)
  A = i; B = i; C = -4; D = -1; E = i; F = -5; G = i; H = i; I = 0; J = i; K = i

CN1C(=O)C(C2c3ccccc3C(=O)N2Cc2ccccc2)C(=O)N(C)C1=O (stereo not given)
  A = i; B = i; C = 0; D = -4; E = i; F = -24; G = i; H = i; I = 7; J = i; K = i
